Bioassay records: PubChem BioAssay, National Center for Advancing Translational Sciences (NCATS)
Tau FP inhib: qHTS for Inhibitors of Tau Fibril Formation, Fluorescence Polarization; Microtubule-associated protein tau (Homo sapiens), P10636; K18 P301L tau heparin fibrillization, Alexa594 FP, 6 h; Potency, µM (doses to about 57.7 µM), for inactives: at the top dose activity, negative = inhibition, hits mostly inhibitors; 280,000 compounds, 0.39% hits; AID 1468, 2008; note: nearly all actives have a fitted effect of over 55% in size
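Recombinant K18 P301L […], labeled with Alexa 594 at 0.24 uM over 15 uM unlabeled; heparin inducer 20 uM final; 37 C, 6 hr; FP endpoint.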
TR SRC2 fluor cs: Total Fluorescence Counterscreen for Inhibitors of the Interaction of Thyroid Hormone Receptor and Steroid Receptor Coregulator 2; 280,000 compounds, 0.29% hits; Potency, µM (doses to about 106 µM), without a hit: top-dose fluorescence change, negative = quenching; TRb/SRC2 Texas Red total fluorescence interference; active = well fitted curve in either direction with a large enough effect; inconclusive = small, poorly fitted or top-dose-only effect
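Flags fluorescent or light-absorbing compounds by total fluorescence, S + 2P, at 555 nm excitation and 632 nm emission. Mixture: 20 nM Texas Red SRC2 peptide, 0.6 uM human TRb LBD, 1 uM T3, 5% DMSO; compound exposure 5 h at ambient temperature.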
Tau fibril ThT: qHTS for Inhibitors of Tau Fibril Formation, Thioflavin T Binding; recombinant tau K18 P301L, heparin-induced fibrillization, ThT fluorescence; Potency, µM (doses to about 57.4 µM), for inactives: at the top dose activity, negative = inhibition, usual class: inhibitors; 270,000 compounds, 2.1% hits; AID 1460, 2008; note: nearly all actives have a fitted effect of over 55% in size
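Fibril formation assay: tau K18 P301L at 15 uM with trace Alexa 594 label, heparin inducer 20 uM, pH 7 sodium acetate buffer, 37 C for 6 hr; endpoint ThT signal.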
JMJD2E inh: qHTS Assay for Inhibitors of Human Jumonji Domain Containing 2E (JMJD2E) | Lysine-specific demethylase 4E (Homo sapiens), B2RXH2 | 230,000 compounds, 1.6% hits | JMJD2E catalytic domain, FDH-coupled NADH fluorescence (FDH is formaldehyde dehydrogenase) | Potency, µM (doses to about 57.1 µM), inactives show at the highest dose activity change, negative = inhibition, hits mostly inhibitors; active = well fitted inhibition curve with a large enough effect, not every such curve was filed as active; inconclusive = small, poorly fitted or top-dose-only effect, or another doubt; inactive = no such curve, though single readings can be large or run the other way;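 note: 0% = wells with enzyme and -100% = buffer wells without enzyme; nearly all actives have a fitted effect of over 50% in size; many of its hits are not listed in these tables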
RGS12 GoLoco inh: qHTS Assay for Inhibitors of RGS12 GoLoco Motif Activity (Red Fluorophore) | Guanine nucleotide-binding protein G(i) subunit alpha-1 (Homo sapiens), P63096 | Gai1:RGS12 GoLoco peptide FP, rhodamine, 10 min | Potency, µM (series often up to 61.6 µM), for the others: at the highest dose activity, negative = inhibition, hits mostly inhibitors | 230,000 compounds, 0.44% hits; active = well fitted inhibition curve with a large enough effect, not every such curve was filed as active; inactive = no such curve, though single readings can be large or run the other way; note: nearly all actives have a fitted effect of over 30% in size; many of its hits are not listed in these tables
L3MBTL1 block: qHTS Assay for the Inhibitors of L3MBTL1. Lethal(3)malignant brain tumor-like protein 1 (Homo sapiens), Q9Y468. AlphaScreen L3MBTL1–H3K9me1 peptide binding. Potency, µM (top dose mostly 57.1 µM), for inactives: at the top dose activity, negative = inhibition, actives largely listed as inhibitors. 230,000 compounds, 0.66% hits. AID 485360, 2010; note: nearly all actives have a fitted effect of over 60% in size
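Read-out is AlphaScreen signal from streptavidin donor and nickel chelate acceptor beads (10 ug/mL final each) bridging L3MBTL1 (50 nM) and biotinylated K9-monomethylated H3(1-15) peptide (75 nM), after 30 min compound exposure at room temperature.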
TRb SRC2 PPI: qHTS for Inhibitors of the Interaction of Thyroid Hormone Receptor and Steroid Receptor Coregulator 2. Thyroid hormone receptor beta (Homo sapiens), P10828. TRbeta-SRC2 peptide binding, fluorescence polarization; receptor liganded with 1 µM T3. Potency, µM (doses to about 106 µM), inactives show at the top dose activity change, negative = inhibition, usual class: inhibitors. 280,000 compounds, 0.065% hits;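 note: plate controls were bound peptide for no effect and peptide without receptor for full effect; nearly all actives have a fitted effect of over 50% in size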
Target sequence (P10828 whole entry, looked up): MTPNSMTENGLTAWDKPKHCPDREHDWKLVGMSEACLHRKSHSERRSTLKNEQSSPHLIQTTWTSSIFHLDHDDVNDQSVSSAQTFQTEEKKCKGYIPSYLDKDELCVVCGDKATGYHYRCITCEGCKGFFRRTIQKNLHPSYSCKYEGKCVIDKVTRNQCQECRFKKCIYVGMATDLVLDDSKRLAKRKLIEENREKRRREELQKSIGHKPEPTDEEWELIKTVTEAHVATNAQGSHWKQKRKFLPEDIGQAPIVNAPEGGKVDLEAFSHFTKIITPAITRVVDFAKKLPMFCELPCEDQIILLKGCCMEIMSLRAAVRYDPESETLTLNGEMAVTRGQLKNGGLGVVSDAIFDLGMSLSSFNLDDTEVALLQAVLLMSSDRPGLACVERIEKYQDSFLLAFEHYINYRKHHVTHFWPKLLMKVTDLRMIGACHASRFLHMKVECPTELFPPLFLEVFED
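Decrease in fluorescence polarization of 20 nM Texas Red SRC2 coactivator peptide flagged inhibition of its binding to 0.6 uM TRb LBD; 1 uM T3 included, incubation 5 hr, ex 555/em 632 nm.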
RECQ1 helicase: qHTS Assay for Inhibitors of RecQ-Like Dna Helicase 1 (RECQ1); ATP-dependent DNA helicase Q1 (Homo sapiens), P46063; Potency, µM (top dose mostly 57.3 µM), inactives show top-dose activity, negative = inhibition, usual class: inhibitors; AID 2549, 2010; 240,000 compounds, 0.54% hits; RECQ1 DNA unwinding, red fluorescence kinetic read;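 note: plate controls were vehicle for no effect and no enzyme for full effect; nearly all actives have a fitted effect of over 30% in size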
Target sequence (P46063 whole entry, looked up): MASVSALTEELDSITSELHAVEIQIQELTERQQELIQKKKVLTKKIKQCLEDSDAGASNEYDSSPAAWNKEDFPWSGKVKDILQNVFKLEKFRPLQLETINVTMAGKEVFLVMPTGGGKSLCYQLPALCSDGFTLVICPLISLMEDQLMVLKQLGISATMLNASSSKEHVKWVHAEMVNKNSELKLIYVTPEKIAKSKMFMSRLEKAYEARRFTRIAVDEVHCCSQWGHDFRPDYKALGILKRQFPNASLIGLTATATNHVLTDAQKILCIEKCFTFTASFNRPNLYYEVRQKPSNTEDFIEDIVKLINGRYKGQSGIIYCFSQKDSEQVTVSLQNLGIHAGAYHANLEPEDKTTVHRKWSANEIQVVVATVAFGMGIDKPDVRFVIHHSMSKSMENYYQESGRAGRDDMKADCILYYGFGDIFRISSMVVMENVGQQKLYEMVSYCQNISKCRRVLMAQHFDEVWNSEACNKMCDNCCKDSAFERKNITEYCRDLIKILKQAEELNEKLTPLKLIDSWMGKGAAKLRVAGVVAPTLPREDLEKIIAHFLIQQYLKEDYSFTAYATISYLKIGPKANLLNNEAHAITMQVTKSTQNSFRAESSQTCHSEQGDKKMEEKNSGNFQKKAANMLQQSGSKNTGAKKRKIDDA
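50 nM RECQ1T1 preincubated 15 min with compound in Tris pH 8.0 buffer with MgCl2, DTT, Tween-20 and 2.5 ug/ml poly(dI-dC); started with 200 nM TAMRA/BHQ-2 forked duplex and 2 mM ATP. Unwinding read as fluorescence (525/598 nm), two reads 2 h apart.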
* marks the source's active call; other numbers are inactive results; & = joins results of further samples; [ ] = dose if it differs, or a comment. Unless noted, calls come from the whole dose curve; as a rule, active = well fitted curve in the direction sought with a large enough effect; inconclusive = small, poorly fitted or top-dose-only effect, or another doubt; inactive = no such curve, though single readings can be large; an effect the other way counts as inactive or inconclusive. Unless noted, % is set by controls: 0 for no effect and ±100 for the full control effect; potency is the fitted concentration of half-maximal effect. Only part of the results is shown (hit frequency here may not be typical).

Screening Cc1cc(NC(=O)N(C)CCc2c(C)nn(C)c2C)ccc1Br returned Tau FP inhib 7%, TR SRC2 fluor cs -1%, Tau fibril ThT -5% and TRb SRC2 PPI 2%.
Screening COc1ccc(NC(=O)NC2COc3ccccc3C2)c(OC)c1 (stereo unspecified) returned Tau FP inhib 10%, TR SRC2 fluor cs -2%, Tau fibril ThT -12% and TRb SRC2 PPI 3%.
Screening Cc1cc(C)nc(SCc2nnc(SCC(=O)N3CCCc4ccccc43)n2C)n1 returned Tau FP inhib -4%, TR SRC2 fluor cs -4%, Tau fibril ThT 0%, JMJD2E inh 1%, RGS12 GoLoco inh 0%, L3MBTL1 block 0%, TRb SRC2 PPI -2% and RECQ1 helicase -6%.
Screening COc1ccc(N2C(=O)CC(Sc3nnc(-c4ccccc4F)n3C)C2=O)cc1 (stereo unspecified) returned Tau FP inhib 0%, TR SRC2 fluor cs -3%, Tau fibril ThT -13%, JMJD2E inh inconclusive, RGS12 GoLoco inh -3%, TRb SRC2 PPI 2% and RECQ1 helicase -4%.
`O=C(Nc1ccccc1C(=O)OCC(=O)c1c[nH]c2ccccc12)c1ccco1` gave Tau FP inhib inconclusive, TR SRC2 fluor cs inconclusive, Tau fibril ThT -8%, JMJD2E inh inconclusive, RGS12 GoLoco inh 5%, L3MBTL1 block -5%, TRb SRC2 PPI -9% and RECQ1 helicase -12%.
Screening CS(=O)(=O)Cc1nc2ccccc2oc1=O returned Tau FP inhib -9%, TR SRC2 fluor cs 2%, Tau fibril ThT -11%, JMJD2E inh -9%, RGS12 GoLoco inh 0%, L3MBTL1 block 7%, TRb SRC2 PPI 10% and RECQ1 helicase -2%.
For CC1(C)CC(N2CCN(c3ccccc3)CC2)=CC(=[N+]2CCCC2)C1 the results were Tau FP inhib 1%, TR SRC2 fluor cs 3%, Tau fibril ThT -4%, JMJD2E inh -2%, L3MBTL1 block -5%, TRb SRC2 PPI 4% and RECQ1 helicase inactive.
COc1cccc(CN2CCN(C(=O)c3ccc(-c4ccccc4)cc3)CC2)c1 was read as Tau FP inhib 14%, TR SRC2 fluor cs 2%, Tau fibril ThT inconclusive, JMJD2E inh inconclusive, RGS12 GoLoco inh -6%, L3MBTL1 block -13%, TRb SRC2 PPI 5% and RECQ1 helicase 25µM*.
Screening O=C(O)C12CC3CC(C1)CC(n1cnc(Cl)n1)(C3)C2 returned Tau FP inhib -4%, TR SRC2 fluor cs -3%, Tau fibril ThT 3%, JMJD2E inh 3%, RGS12 GoLoco inh 5%, L3MBTL1 block 4%, TRb SRC2 PPI 4% and RECQ1 helicase -2%.
For Cc1oc(CN2CCOCC2)cc1C(=O)O the results were Tau FP inhib 0%, TR SRC2 fluor cs -2%, Tau fibril ThT 0%, JMJD2E inh 6%, RGS12 GoLoco inh 10%, L3MBTL1 block 5%, TRb SRC2 PPI 2% and RECQ1 helicase -1%.

Brought forward from above: two compounds, followed by the next part.
Screening O=C(O)C12CC3CC(C1)CC(n1cnc(Cl)n1)(C3)C2 returned Tau FP inhib -4%, TR SRC2 fluor cs -3%, Tau fibril ThT 3%, JMJD2E inh 3%, RGS12 GoLoco inh 5%, L3MBTL1 block 4%, TRb SRC2 PPI 4% and RECQ1 helicase -2%.
For Cc1oc(CN2CCOCC2)cc1C(=O)O the results were Tau FP inhib 0%, TR SRC2 fluor cs -2%, Tau fibril ThT 0%, JMJD2E inh 6%, RGS12 GoLoco inh 10%, L3MBTL1 block 5%, TRb SRC2 PPI 2% and RECQ1 helicase -1%.
For COC(=O)N/N=C/c1c(C)cc(C)cc1C the results were Tau FP inhib -8%, TR SRC2 fluor cs -5%, Tau fibril ThT -1%, JMJD2E inh 10%, RGS12 GoLoco inh 2%, L3MBTL1 block -4%, TRb SRC2 PPI 0% and RECQ1 helicase 8%.
`O=C(/C=C/c1ccccc1)NC1CCS(=O)(=O)C1` (stereo unspecified) gave Tau FP inhib 0%, TR SRC2 fluor cs 0%, Tau fibril ThT 10%, JMJD2E inh -1%, RGS12 GoLoco inh 10%, L3MBTL1 block 8%, TRb SRC2 PPI -9% and RECQ1 helicase -2%.
Cc1cccc(C(=O)N2CCc3cc(CNS(=O)(=O)c4ccc(F)c(Cl)c4)ccc32)c1 was read as Tau FP inhib -10%, TR SRC2 fluor cs -1%, Tau fibril ThT -2% and TRb SRC2 PPI 0%.
Screening O=C(Nc1ccc(-c2ccc3nncn3n2)cc1)C1CCCCC1 returned Tau FP inhib 4%, TR SRC2 fluor cs -2%, Tau fibril ThT -5%, JMJD2E inh inconclusive, RGS12 GoLoco inh 7%, TRb SRC2 PPI 3% and RECQ1 helicase -3%.
Screening OC(COc1ccc2c(c1)OCO2)CN1CCc2ccccc2C1 (stereo unspecified) returned Tau FP inhib 1%, TR SRC2 fluor cs -4%, Tau fibril ThT -15%, JMJD2E inh 1%, RGS12 GoLoco inh 2%, L3MBTL1 block -2%, TRb SRC2 PPI 3% and RECQ1 helicase 14%.
Screening Nc1nccnc1C(=O)N/N=C/c1ccco1 returned Tau FP inhib 9%, TR SRC2 fluor cs -2%, JMJD2E inh inconclusive, RGS12 GoLoco inh -7%, TRb SRC2 PPI 13% and RECQ1 helicase -5%.
COc1cc(/C=C(/C#N)c2nc3ccccc3c(=O)[nH]2)ccc1O was read as Tau FP inhib 14%, TR SRC2 fluor cs -9%, Tau fibril ThT inconclusive, JMJD2E inh 2%, RGS12 GoLoco inh 42%[activator], L3MBTL1 block 1%, TRb SRC2 PPI 3% and RECQ1 helicase inactive.
For COc1ccccc1CNc1ccc(-c2nc(-c3cccc(C)c3)no2)cc1[N+](=O)[O-] the results were Tau FP inhib -10%, TR SRC2 fluor cs -1%, Tau fibril ThT -4% and TRb SRC2 PPI 2%.
For O=C(CSc1ccc2ccccc2n1)Nc1nsc(-c2ccc(Cl)cc2)n1 the results were Tau FP inhib -11%&3%, TR SRC2 fluor cs inconclusive, Tau fibril ThT -9%&0%, JMJD2E inh 12%, RGS12 GoLoco inh 14%, L3MBTL1 block 4%, TRb SRC2 PPI -4%&-13% and RECQ1 helicase -4%.
CCOC(=O)c1sc(=S)n(CC)c1N was read as Tau FP inhib 1%, TR SRC2 fluor cs -2%, Tau fibril ThT -6%, JMJD2E inh 0%, RGS12 GoLoco inh 9%, L3MBTL1 block -6%, TRb SRC2 PPI -1% and RECQ1 helicase -7%.
For CCOc1ccc(NC(=O)C(CC)n2nc(-c3ccc(C)c(C)c3)ccc2=O)cc1 (stereo unspecified) the results were Tau FP inhib 3%, TR SRC2 fluor cs -3%, Tau fibril ThT -5% and TRb SRC2 PPI -5%.
Cc1ccc(CN2CCS(=O)(=O)CC2)cc1 was read as Tau FP inhib -8%, TR SRC2 fluor cs -3%, Tau fibril ThT 3%, JMJD2E inh -2%, RGS12 GoLoco inh 4%, L3MBTL1 block -7%, TRb SRC2 PPI -18% and RECQ1 helicase -4%.
Screening NC(=O)c1cc(N)ccc1N1CCCCC1 returned Tau FP inhib -5%, TR SRC2 fluor cs -3%, Tau fibril ThT -12%, JMJD2E inh -6%, RGS12 GoLoco inh 4%, TRb SRC2 PPI -4% and RECQ1 helicase -16%.
`Cc1cccc(CSc2nc3c(c(=O)n2C)SCC3)c1` gave Tau FP inhib -4%, TR SRC2 fluor cs -3%, Tau fibril ThT inconclusive, JMJD2E inh -3%, RGS12 GoLoco inh 26%, TRb SRC2 PPI 0% and RECQ1 helicase -8%.
CC(C)(Oc1ccc(Cl)cc1)C(=O)OCC(=O)N1CCCC1 was read as Tau FP inhib 1%, TR SRC2 fluor cs -1%, Tau fibril ThT -2%, JMJD2E inh 4%, RGS12 GoLoco inh 0%, L3MBTL1 block 6%, TRb SRC2 PPI 1% and RECQ1 helicase inactive.
Screening O=C(CSc1nc2ccccc2[nH]1)NCC1CCCO1 (stereo unspecified) returned Tau FP inhib -9%, TR SRC2 fluor cs 2%, Tau fibril ThT -4%, JMJD2E inh 6%, RGS12 GoLoco inh 7%, L3MBTL1 block 5%, TRb SRC2 PPI -15% and RECQ1 helicase inactive.
For CCOC(=O)/C(=C/Nc1ccc(F)cc1)[N+](=O)[O-] the results were Tau FP inhib 1%, TR SRC2 fluor cs -1%, Tau fibril ThT -7%, JMJD2E inh -1%, RGS12 GoLoco inh 1%, L3MBTL1 block 5%, TRb SRC2 PPI 5% and RECQ1 helicase -3%.
Screening CN(Cc1ccccc1)C(=O)c1ccccc1NC(=O)c1ccco1 returned Tau FP inhib 13%, TR SRC2 fluor cs -7%, Tau fibril ThT -3%, JMJD2E inh -6%, RGS12 GoLoco inh -5%, L3MBTL1 block 5%, TRb SRC2 PPI -3% and RECQ1 helicase -6%.
Screening O=C(O)CSCC(=O)N1CCN(S(=O)(=O)c2ccccc2)CC1 returned Tau FP inhib 2%, TR SRC2 fluor cs -1%, Tau fibril ThT -3%, JMJD2E inh 9%, RGS12 GoLoco inh 7%, L3MBTL1 block 4%, TRb SRC2 PPI -1% and RECQ1 helicase -3%.
For COc1cc(CNCCc2ccc(F)cc2)ccc1OCc1ccc(Cl)nc1 the results were Tau FP inhib 2%, TR SRC2 fluor cs 0%, Tau fibril ThT -13%, JMJD2E inh -7%, RGS12 GoLoco inh 4%, TRb SRC2 PPI 10% and RECQ1 helicase -7%.
For Cc1ccc(-c2nnn(CC(=O)N(Cc3cccs3)C(C(=O)NC(C)(C)C)c3ccco3)n2)o1 (stereo unspecified) the results were Tau FP inhib 1%, TR SRC2 fluor cs -1%, Tau fibril ThT 10%, JMJD2E inh 9%, RGS12 GoLoco inh 0%, L3MBTL1 block 5%, TRb SRC2 PPI 0% and RECQ1 helicase 1%.
